# Assay outcomes from PubChem.
# VHR inh abs = DUSP3 (human) phosphatase inhibition | recombinant VHR phosphatase, pNPP absorbance | actives 0.52% (n = 290,000) | inhibition, % at 13.3 µM | P51452; in the data active means inhibition above about 50%; further: some compounds called inactive have numbers as strong as hits
# Target sequence (P51452 whole entry, looked up): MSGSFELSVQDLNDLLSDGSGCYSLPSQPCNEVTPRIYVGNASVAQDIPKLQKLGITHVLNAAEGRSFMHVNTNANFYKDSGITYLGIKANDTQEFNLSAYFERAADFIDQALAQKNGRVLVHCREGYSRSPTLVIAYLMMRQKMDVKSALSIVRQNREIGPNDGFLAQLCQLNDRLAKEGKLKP
# MazF activator = increases E. coli MazEF RNase cleavage of RNA; P0AE70; FAM/BHQ RNA-DNA oligo cleavage fluorescence, 5 h; activation, % at 20 µM; actives 0.32% (n = 350,000); in the data active means activation above about 50%
# Target sequence (P0AE70 whole entry, looked up): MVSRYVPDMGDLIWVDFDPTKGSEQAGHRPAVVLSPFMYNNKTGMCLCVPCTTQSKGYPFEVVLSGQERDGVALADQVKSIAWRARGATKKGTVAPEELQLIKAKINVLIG
# SSB-PriA inh = blocks PriA binding to SSB C-terminal tail; AlphaScreen SSBct-PriA binding, biotinylated peptide; inhibition, % at 33 µM; actives 0.6% (n = 430,000); AID 1272365; in the data active means inhibition mostly above about 37%, no sharp cut-off; inactive means mostly below about 20%;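 further: plate controls were negative control peptide for no effect and reference peptide for full effect; strong numbers were not always called active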
# Vc quorum ag = inducers of Vibrio cholerae quorum light production without autoinducers; V. cholerae BH1578 lux reporter, luminescence, 6 h; activation, % at 18.7 µM; actives 0.16% (n = 350,000); AID 588436; in the data active means activation mostly above about 9.7%, no sharp cut-off; further: not every result past the cut was called active; inactives centre near 0; reference of the scale not given here
# PrPC surface inh = cell surface PrPC inhibition, primary TR-FRET screen | actives 0.43% (n = 370,000) | inhibition, % at 13.8 µM | P04156 | TR-FRET read-out | AID 720596; in the data active means inhibition above about 24%; further: 0% = median of the test wells and 100% = reference compound wells
# Rv3671c inh = Rv3671c (M. tuberculosis) protease inhibition; actives 0.048% (n = 320,000); inhibition, % at 5.96 µM; P9WHR9; in the data active means inhibition above about 38%;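 further: extracellular domain of Rv3671c used as enzyme; 0% = enzyme with DMSO and 100% = no enzyme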
# Target sequence (P9WHR9 whole entry, looked up, the tested form may be a part): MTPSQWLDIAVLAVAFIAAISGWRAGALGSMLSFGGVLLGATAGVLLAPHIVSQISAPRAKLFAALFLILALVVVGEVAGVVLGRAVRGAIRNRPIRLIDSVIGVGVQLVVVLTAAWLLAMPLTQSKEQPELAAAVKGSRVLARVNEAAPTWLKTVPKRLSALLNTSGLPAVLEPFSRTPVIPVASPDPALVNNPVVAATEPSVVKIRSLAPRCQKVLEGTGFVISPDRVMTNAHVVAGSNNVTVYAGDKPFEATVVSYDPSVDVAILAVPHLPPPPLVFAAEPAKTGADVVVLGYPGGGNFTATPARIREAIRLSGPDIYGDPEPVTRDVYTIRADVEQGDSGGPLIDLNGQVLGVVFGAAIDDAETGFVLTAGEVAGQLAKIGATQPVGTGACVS
# 3CLpro inhibitor = SARS-CoV 3CLpro protease inhibition; P0C6X7; recombinant SARS-CoV 3CLpro, quenched FRET peptide cleavage; inhibition, % at 6 µM; actives 0.14% (n = 290,000); AID 1706; in the data active means inhibition above about 12%
# CCHFV vOTU inh = blocks the CCHF virus ovarian tumor domain protease; CCHFV vOTU protease, Pep-AMC fluorescence; inhibition, % at 11.5 µM; actives 0.55% (n = 370,000); AID 651958; in the data active means inhibition above about 30%; further: 0% = vehicle wells with enzyme and 100% = no enzyme wells
# Yp Topo-I inh = blocks Yersinia pestis topoisomerase I activity. Y. pestis Topo-I cleavage product accumulation, plate reader. activity, % at 10 µM. actives 0.064% (n = 360,000); in the data active means activity above about 50%, passing the limit was not always enough; further: inactives centre near 2
# TcdB inh = TcdB glycohydrolase inhibition. TcdB glycohydrolase enzymatic assay, plate reader. P18177. actives 0.24% (n = 350,000). inhibition, % at 9.99 µM; in the data active means inhibition above about 10%
# * hit, by the source's call; i = inactive; x = not tested or not shown; & = joins results of further samples.
SMILES,VHR inh abs,MazF activator,SSB-PriA inh,Vc quorum ag,PrPC surface inh,Rv3671c inh,3CLpro inhibitor,CCHFV vOTU inh,Yp Topo-I inh,TcdB inh
Cc1c(C(=O)N(C)Cc2ccccc2)oc2c(Cl)cccc12,17.1,-4.8,-50.8,-2.3,7.4,1.8,2.9,-3.7,42.3,0.8
CCCC(NC(=O)COc1cc2c(c3oc(=O)c(C)c(C)c13)CCC(C)(C)O2)C(=O)O (configuration not stated),8.6,-1.0,-1.7,i,4.0,4.2,3.1,-110.3,-11.4,1.0
CCN(CC(=O)Nc1c(F)cccc1F)C(=O)CCCc1nc2ccccc2c(=O)[nH]1,x,0.6,-6.6,-4.0,-7.2,5.9,x,-6.3,6.1,0.2
CCc1ccc2[nH]c(=O)c(CN(Cc3ccc(OC)cc3)Cc3nnnn3CCOC)cc2c1,-11.1,1.6,-4.0,x,0.7,x,0.6,10.8,5.5,x
O=C1/C(=C/c2cccnc2)N2CCC1CC2,-0.1,-0.6,2.1,i,-0.2,0.1,-7.0,-4.6,-2.0,0.7
CC(C)Oc1ccc(NC(=O)C2CCCNC2=O)cc1 (configuration not stated),15.3,-0.6,-2.9,-1.8,9.1,-1.0,0.8,-4.6,4.6,1.0
CCN(CC)CCNC(=O)CNC(=S)N(CCCN1CCOCC1)Cc1cccs1,29.7,1.9,-12.4,-0.8,-1.8,1.0,-0.7,10.0,-1.4,0.7
COc1cccc(C2C(C#N)=C(N)Oc3cc(N)ccc32)c1OC (configuration not stated),40.0,3.3,5.4,1.6,-2.9,-4.2,0.7,-0.5,-9.6,x
CCCCn1c(N)c(N(CCC(C)C)C(=O)Cc2ccc(S(=O)(=O)N3CCOCC3)s2)c(=O)[nH]c1=O,x,-10.8,4.9,-1.8,-3.8,-7.5,x,11.0,-11.2,2.3
Cc1cccc(C(=O)N2CCc3c([nH]c4ccccc34)C2CC(C)C)n1 (configuration not stated),26.3,1.7,13.0,-0.3,3.5,1.4,2.5,6.5,1.7,1.4
CCCCn1c(-c2ccsc2)nc2c1c(=O)[nH]c(=O)n2CCC,-4.0,-2.8,-12.3,i,-4.5,-1.8,0.5,-12.5,0.3,x
O=C(NCCCN1CCCC1)c1cc(Sc2ccc(F)cc2)nc2ccccc12,-2.4,5.4,-3.0,i,2.9,-8.4,1.2,12.7,6.0,1.0
CCCCN1C(=N)N([C@@H](CCC)CN2CCC[C@H]2CN2C(N)=NC[C@H]2CC(C)C)C[C@H]1Cc1ccccc1,x,31.7,6.6,-2.0,3.1,-1.9,x,1.4,10.9,0.5
CCCc1nc2ccccc2c(=O)n1-c1ccc(OC)cc1,23.7,7.3,-6.5,5.0,2.3,-3.7,6.3,4.2,10.3,x
Fc1ccccc1CSc1nnc2ccc(-c3ccncc3)nn12,6.2,-24.6,1.3&-16.0,i,-20.0,12.1,2.9,4.7,9.3,-2.7
Cc1ccc(NC(=O)CN(C)CC(=O)Nc2ccccc2C#N)cc1,-0.1,-2.4,-5.5,i,-1.8,-6.9,2.5,4.7,-0.9,0.9
COc1nnc(-c2ccc(N3CCCCC3)c(N)c2)c2ccccc12,x,-1.8,20.2,2.1,8.1,-4.6,-4.7,-0.6,26.6,x
O=S1(=O)[C@H]2C[C@@H]3C=C[C@]2(CN1Cc1ccc(C(F)(F)F)cc1)O3,10.4,8.6,-7.0,-0.7,-3.9,10.4,x,3.6,4.3,0.4
CC(C)(C)n1nnnc1C(c1cccs1)N1CCCC2(CCCCC2)C1 (configuration not stated),29.0,-0.8,5.1,-0.4,1.9,2.8,1.5,-9.4,-0.1,0.4
CCc1nnc(-n2nc(C)cc2-c2ccccc2)n1N,6.1,9.2,-8.7,1.5,5.0,-13.8,0.0,2.4,2.0,x
CS(=O)(=O)N(CC(=O)Nc1ccc(Br)cc1F)C1CCCCC1,34.6,-2.6,-3.3,-0.7,-4.8,10.2,5.2,7.0,5.3,-0.3
COc1ccc(Nc2ncnc3sccc23)cc1,10.2,7.3,1.9,-0.9,7.2,2.3,-5.9,7.2,-5.6,2.1
COCCNC(=O)[C@@H]1CSC2c3ccc(OC)c(OC)c3C(=O)N21 (some centres not stated),7.2,0.9,0.8,-0.5,6.6,-12.6,-7.4,-38.3,2.3,-0.3
O=C(Nc1nnc([C@H]2C[C@H](O)[C@@H](CO)O2)s1)c1cccc(OC(F)(F)F)c1,x,x,x,i,4.2,x,x,5.2,-2.6,2.0
CC1Cc2ccccc2N1C(=O)CSC1=NCCS1 (configuration not stated),9.5,0.4,-7.1,-0.5,-6.3,-2.1,3.8,6.0,-7.6,x

# A section of the results above, as a working copy:
SMILES,VHR inh abs,MazF activator,SSB-PriA inh,Vc quorum ag,PrPC surface inh,Rv3671c inh,3CLpro inhibitor,CCHFV vOTU inh,Yp Topo-I inh,TcdB inh
O=C(Nc1nnc([C@H]2C[C@H](O)[C@@H](CO)O2)s1)c1cccc(OC(F)(F)F)c1,x,x,x,i,4.2,x,x,5.2,-2.6,2.0
CC1Cc2ccccc2N1C(=O)CSC1=NCCS1 (configuration not stated),9.5,0.4,-7.1,-0.5,-6.3,-2.1,3.8,6.0,-7.6,x

# Carrying on.
SMILES,VHR inh abs,MazF activator,SSB-PriA inh,Vc quorum ag,PrPC surface inh,Rv3671c inh,3CLpro inhibitor,CCHFV vOTU inh,Yp Topo-I inh,TcdB inh
O=C(N/C(=C/c1ccc(Br)cc1)C(=O)N1CCCC1)c1cccs1,12.4,7.5,-8.3,0.0,-0.3,-4.4,1.5,-9.9,-6.4,0.8
COc1cc(C)ccc1OCCOc1c(C)cc(Cl)cc1Cl,7.6,-2.7,-28.1,-1.0,4.2,6.9,2.5,2.9,11.5,-0.1
O=c1c2ccccc2ncn1-c1cccc(Br)c1,6.5,9.7,-7.6,i,2.4,2.9,-3.2,-4.3,-3.9,0.4
CCc1nn(CC(=O)NCCCN2CCN(C)CC2)c(=O)c2cc3occc3n12,-6.0,4.9,1.3,-2.1,6.0,5.9,1.8,-14.2,5.2,0.4
COc1cccc(-c2nc3n(n2)C(c2ccccc2Cl)C(C(N)=O)=C(C)N3)c1 (configuration not stated),20.6,2.9,-8.8,-0.2,-2.5,13.0,-3.0,3.0,-5.1,0.3
C[n+]1cccc(C(=O)NNC(=O)C23CC4CC(CC(C4)C2)C3)c1,-10.7,0.5,-19.9,-1.0,4.6,2.1,-0.4,0.4,1.1,2.1
O=C(CSc1cn(Cc2ccccc2)c2ccccc12)NCc1ccc(F)cc1,0.2,4.2,-9.2,-0.6,0.8,-0.4,-2.8,-1.2,19.6,2.6
Cc1cc([N+](=O)[O-])nn1CC(=O)N1CCc2ccccc2C1,6.3,-0.6,-16.2,i,-4.1,3.0,4.9,15.4,1.0,x
O=C(NC1CCCCC1)c1cc(-c2cccs2)on1,23.1,19.7,-3.5,0.2,9.6,-9.1,3.4,13.3,2.9,-0.9
Cc1ccc2sc(N(CCCN(C)C)C(=O)c3ccc(S(=O)(=O)N4CCOCC4)cc3)nc2c1C,x,9.8,14.0&7.1,-5.0,-2.6,1.6,x,6.8,-4.8,1.5
CCOc1cc(C2NC(=O)NC(c3ccccc3)=C2C(=O)c2ccccc2)c(Br)cc1OCC(=O)O (configuration not stated),16.6,1.0,-9.6,-0.4,8.7,-5.1,3.3,3.8,12.4,-0.4
CCOC(=O)N1CCN(C(=O)C2CCCCC2)CC1,14.5,-6.1,13.8,i,-1.1,1.5,3.6,9.9,6.5,x
COc1cccc(NC(=O)c2c([N+](=O)[O-])cnn2C)c1,-3.8,4.0,10.2,i,-8.7,3.6,1.4,-12.5,7.4,1.6
CC1CCCN(C(=O)C2CCN(CC3CC=CCC3)CC2)C1 (configuration not stated),17.2,2.4,2.2,i,2.6,3.0,-4.0,-11.7,-1.9,x
COc1ccc(-c2csc(NC(=O)c3ccccc3F)n2)cc1,-19.7,7.3,-7.5,i,3.5,-9.3,-6.7,-8.9,6.9,0.0
Cc1cccc(Nc2nnc(SCC(=O)c3c(N)n(C4CC4)c(=O)[nH]c3=O)s2)c1C,x,1.5,-17.0,0.3,4.8,-14.5,x,16.2,21.0,-0.6
O=C(O)c1cccc(NC(=O)c2ccc(COc3ccc(Cl)cc3)cc2)c1,20.0,-1.0,-23.3,i,-7.3,-21.4,-1.9,-1.1,1.6,1.2
CCCN(C(=O)c1cnccn1)c1c(N)n(Cc2ccccc2)c(=O)[nH]c1=O,x,-1.7,-2.3,6.2,-2.4,2.9,x,1.1,4.8,-2.1
O=C(CSc1ccccc1)N1CCCC(N2CCN(c3ccccc3)CC2)C1 (configuration not stated),5.5,3.6,6.6,-0.3,7.7,0.3,3.2,15.0,28.7,-0.3
COc1cccc(-c2cc(C(=O)N/N=C/c3cccc(OC)c3OC)c3ccccc3n2)c1,x,-8.7,x,0.1,2.8,-59.8,x,-1.4,-0.7,0.2
CN(C)S(=O)(=O)c1cccc(-c2nnc(SCc3ccc4c(c3)OCCO4)o2)c1,-29.1,-5.4,-0.2,x,0.7,-7.8,4.2,19.7,0.5,x
Cc1cc(=O)oc2c(C(=O)/C=C\c3cccs3)c(O)ccc12,17.0,1.5,4.4,3.6,-19.9,-2.8,-3.1,-0.7,0.8,x
CCc1ccc(NC(=O)CSc2nc3ccccc3c(=O)n2CCCC(=O)NCCCN2CCOCC2)cc1,-0.6,7.7,-3.4,-3.3,-5.3,2.0,-2.3,-6.5,-0.9,x
CCCCn1nnnc1SCC(=O)c1ccccc1F,0.9,3.4,-20.6,-0.2,0.1,1.3,3.4,-7.1,-4.4,0.9
CC(C)C(NC(=O)CN(c1ccc2c(c1)OCCO2)S(=O)(=O)c1ccccc1)C(C)C,x,5.6,-12.8,0.8,-10.5,4.6,x,2.4,24.5,1.6

# Continuation:
SMILES,VHR inh abs,MazF activator,SSB-PriA inh,Vc quorum ag,PrPC surface inh,Rv3671c inh,3CLpro inhibitor,CCHFV vOTU inh,Yp Topo-I inh,TcdB inh
CCN(CCO)C1CC(=O)N(c2ccccc2C)C1=O (configuration not stated),12.7,5.8,-1.8,-0.2,x,-1.2,1.4,x,-3.2,x
Cc1noc(C(=O)Nc2ccc(F)cc2F)c1Cl,5.2,1.7,-1.5,-7.7,-0.4,x,-5.4,-3.5,-0.7,0.3
CCOC(=O)C1CCN(CC(=O)c2c(C)n(C)c3ccc(OC)cc23)CC1,20.1,7.2,-3.3,-0.6,-11.8,-15.5,-1.2,-9.2,-2.3,1.0
CCOc1ccc(OCCNC(=O)c2oc3ccccc3c2COC)cc1,x,1.1,-27.6,-0.4,-2.8,-4.0,x,19.8,31.0,-0.1
O=C(c1ccccn1)N1CCN(c2ccc(C(F)(F)F)cn2)CC1,17.8,-4.3,-11.5,i,2.6,-3.4,-1.8,4.9,22.9,x
CSc1nc2ccccc2n1C(=O)NC1CCCCC1,3.6,4.0,0.1,-0.8,2.6,9.7,-5.2,-13.1,-0.2,x
Cc1ccccc1NC(=O)CCN1CCN(C/C=C/c2ccccc2)CC1,-20.8,0.7,2.7,-0.3,-14.0,7.8,-3.4,-11.8,8.0,x
COc1cccc(-n2nnc3c(=O)n(CC(=O)NC4CCCC4)cnc32)c1,18.6,4.1,-19.2,-0.2,x,3.2,7.2,x,-2.4,-1.3

# Exported with two lines to a compound: 4 of the compounds above.
# Results follow in this order: VHR inh abs | MazF activator | SSB-PriA inh | Vc quorum ag | PrPC surface inh | Rv3671c inh | 3CLpro inhibitor | CCHFV vOTU inh | Yp Topo-I inh | TcdB inh
CSc1nc2ccccc2n1C(=O)NC1CCCCC1
    3.6 | 4.0 | 0.1 | -0.8 | 2.6 | 9.7 | -5.2 | -13.1 | -0.2 | x
CCOc1ccc(OCCNC(=O)c2oc3ccccc3c2COC)cc1
    x | 1.1 | -27.6 | -0.4 | -2.8 | -4.0 | x | 19.8 | 31.0 | -0.1
Cc1ccccc1NC(=O)CCN1CCN(C/C=C/c2ccccc2)CC1
    -20.8 | 0.7 | 2.7 | -0.3 | -14.0 | 7.8 | -3.4 | -11.8 | 8.0 | x
CCN(CCO)C1CC(=O)N(c2ccccc2C)C1=O (configuration not stated)
    12.7 | 5.8 | -1.8 | -0.2 | x | -1.2 | 1.4 | x | -3.2 | x

# A portion of the library. The share of hits here may be higher or lower than overall.
